D1 antagonist: Antagonist of Human D 1 Dopamine Receptor: qHTS | D(1A) dopamine receptor (Homo sapiens), P21728 | HEK293 TREx D1 cells, calcium flux, dopamine EC80; hits give low values | activity change, negative = inhibition, % at 10 µM | 360,000 tested, 3.2% active; in the data active = activity change below about -30%; note: % is set by controls: 0 for no effect and ±100 for the full control effect
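Cells carrying a force-coupled, tetracycline-inducible human D1 receptor report calcium flux. Each well gets a 10 s baseline, compound with 180 s monitoring, then an EC80 dopamine stimulus with a second 180 s kinetic read.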
RXFP1 antagonist: qHTS Assay for Antagonists of the Relaxin Receptor RXFP1. HEK293-RXFP1, relaxin-stimulated cAMP HTRF, 30 min; hits give low values. activity change, negative = inhibition, % at 57.5 µM. 350,000 tested, 0.59% active;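 active = activity change of -60% or lower, but not beyond a set lower limit; inconclusive = change between -60% and -40%, or beyond the set limit; inactive = change above -40%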; note: % is set by controls: 0 for no effect and ±100 for the full control effect
TRHR enhancer: qHTS for Small Molecule Agonists and Allosteric Enhancers of Human TRH Receptor: Primary Screen for Enhancers. TRHR cells, fluo-8 calcium fluorescence, EC20 TRH enhancement. enhancement, % at 2 µM. 360,000 tested, 0.66% active. Thyrotropin-releasing hormone receptor (Homo sapiens), P34981. AID 493056, 2011; in the data active = enhancement above about 30%; note: 0% is about no effect
Target sequence (P34981 whole entry, looked up): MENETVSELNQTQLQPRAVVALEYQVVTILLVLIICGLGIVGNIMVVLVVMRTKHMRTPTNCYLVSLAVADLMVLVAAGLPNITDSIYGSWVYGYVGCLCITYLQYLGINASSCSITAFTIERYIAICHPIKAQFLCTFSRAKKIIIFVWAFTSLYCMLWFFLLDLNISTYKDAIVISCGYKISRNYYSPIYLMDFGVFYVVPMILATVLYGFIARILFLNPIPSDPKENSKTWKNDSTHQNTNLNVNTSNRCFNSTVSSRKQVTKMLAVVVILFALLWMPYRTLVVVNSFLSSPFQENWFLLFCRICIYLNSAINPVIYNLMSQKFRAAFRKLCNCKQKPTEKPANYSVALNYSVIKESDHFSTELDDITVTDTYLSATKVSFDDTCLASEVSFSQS
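TRHR-expressing cells loaded with fluo-8 calcium dye were read kinetically (ex 480/em 530) during compound addition, then stimulated with an EC20 of TRH (10 nM final). Enhancement of the Gq-mediated intracellular calcium response was scored.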
D1 potentiator: Potentiators of Human D1 Dopamine Receptor: qHTS. D(1A) dopamine receptor (Homo sapiens), P21728. HEK293 TREx D1 cells, calcium flux, dopamine EC20 potentiation. potentiation, % at 10 µM. 360,000 tested, 0.036% active; in the data active = potentiation above about 30%; note: 0% is about no effect
TRHR ag: qHTS for Small Molecule Agonists and Allosteric Enhancers of Human TRH Receptor: Primary Screen for Agonists. Thyrotropin-releasing hormone receptor (Homo sapiens), P34981. TRHR cells, calcium flux fluo-8, FDSS agonist mode. activation, % at 2 µM. 360,000 tested, 0.18% active. AID 493084, 2011; note: 0% is about no effect
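TRHR-expressing cells loaded with fluo-8 calcium dye; 23 nL library compound pin-transferred, kinetic FDSS fluorescence (Ex 480/Em 530) recorded about 180 s for agonist-induced calcium release, before a 10 nM TRH EC20 addition for potentiator mode.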
D1 agonist: Allosteric Agonists of the Human D1 Dopamine Receptor: qHTS | HEK293 T-REx D1 cells, calcium flux, agonist mode | D(1A) dopamine receptor (Homo sapiens), P21728 | 360,000 tested, 1% active | activation, % at 2 µM; note: 0% is about no effect
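Inducible HEK293 T-REx D1 cells, force-coupled to calcium signalling, were plated at 4000 cells/well with tetracycline and held overnight at 30 C. After no-wash calcium dye loading, compound-evoked calcium rise over 180 s flagged agonists.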
D2 agonist: HTS Assay for Allosteric Agonists of the Human D2 Dopamine Receptor: Primary Screen for Agonists | HEK293 T-REx D2 cells, calcium flux agonist mode | AID 485358, 2010 | 340,000 tested, 0.53% active | activation, % at 2 µM | D(2) dopamine receptor (Homo sapiens), P14416;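 active = activation over 3 SD above normal in the single-dose calcium agonist read, cut at about 30% in these data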; note: 0% is about no effect
Target sequence (P14416 whole entry, looked up): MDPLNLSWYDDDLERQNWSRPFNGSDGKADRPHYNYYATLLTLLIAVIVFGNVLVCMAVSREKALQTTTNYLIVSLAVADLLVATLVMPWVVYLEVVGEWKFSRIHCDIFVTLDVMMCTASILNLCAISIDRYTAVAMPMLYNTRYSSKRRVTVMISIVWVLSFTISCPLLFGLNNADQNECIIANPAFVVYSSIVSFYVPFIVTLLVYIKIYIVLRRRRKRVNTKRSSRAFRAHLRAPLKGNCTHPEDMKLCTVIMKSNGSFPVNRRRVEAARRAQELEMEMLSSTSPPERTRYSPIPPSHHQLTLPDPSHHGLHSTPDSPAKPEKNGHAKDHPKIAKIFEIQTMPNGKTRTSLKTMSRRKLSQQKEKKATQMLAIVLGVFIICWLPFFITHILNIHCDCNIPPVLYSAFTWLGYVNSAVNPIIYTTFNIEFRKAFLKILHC
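Calcium-flux readout, 1 cycle/sec over 180 s following compound pin transfer, in inducible HEK293 Trex D2 cells (force-coupled); dopamine controls included. Positive calcium responses during this window marked compounds as potential agonists.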
D2 PAM: HTS Assay for Positive Allosteric Modulators of the Human D2 Dopamine Receptor: Primary Screen for Potentiators; D(2) dopamine receptor (Homo sapiens), P14416; HEK293 T-REx D2, calcium flux, EC20 dopamine potentiation; potentiation, % at 10 µM; 340,000 tested, 0.34% active;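 active = potentiation over 3 SD above the plate norm, cut at about 30% in these data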; note: 0% is about no effect
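Tetracycline-induced Hek293 Trex D2 cells, force-coupled to calcium, loaded with no-wash calcium dye. Compound added with 180 s kinetic read for agonism, then EC20 dopamine and a further 180 s read for potentiation.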
D2 antagonist: HTS Assay for Allosteric Antagonists of the Human D2 Dopamine Receptor: Primary Screen for Antagonists; D(2) dopamine receptor (Homo sapiens), P14416; HEK293 TREx D2 cells, calcium flux, dopamine EC80; inhibition, % at 10 µM; 340,000 tested, 2% active; in the data active = inhibition above about 30%; note: 0% is about no effect
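Measurement of antagonist activity uses fluorescent calcium dye in inducible HEK293 T-REx D2 cells: 10 s baseline, compound addition with 180 s read, EC80 dopamine addition with a further 180 s read.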
An asterisk follows results filed as active; ? = inconclusive; nt = no result given; & = joins results of further samples. Cut-off read from the data, not from the text of the source, unless noted: active = activation above about 30%; inactive = the rest.

SMILES	D1 antagonist	RXFP1 antagonist	TRHR enhancer	D1 potentiator	TRHR ag	D1 agonist	D2 agonist	D2 PAM	D2 antagonist
COc1ccc(CNc2nc3ccccc3n2Cc2ccc(C)cc2)cc1OC	-1	nt	5	-8	-1.0	26	-0.6	3	-11
CC1CCN(C2=NC(=O)/C(=C/c3ccccc3F)S2)CC1	-6	-1	7	0	-0.6	-1	nt	nt	nt
O=C(O)/C(=C\c1cccc(OCc2ccccc2)c1)c1ccc(F)cc1	9	-10	-7	2	0.4	2	-1.6	1	3
CC(OC(=O)CCc1nc2ccccc2[nH]c1=O)c1ccccc1 (centres undefined)	2	-2	-4	-6	-0.5	2	1.3	-1	-6
CC(=O)C1C(c2cccc(Oc3ccccc3)c2)NC(=O)NC1(O)C(F)(F)F (centres undefined)	-6	-7	4	-8	-0.9	1	0.4	1	-10
CCOc1ccc(NC(=O)c2ccc(NC(=O)c3ccc(CN4CCOCC4)cc3)cc2)cc1	-34*	4	0	-4	0.0	3	1.4	0	-22
CN(Cc1ccccc1)S(=O)(=O)c1ccc(-c2cnc(C3CC3)o2)cc1	-7	nt	-6	0	0.1	17	1.6	-6	nt
O=C(CCCOC(=O)c1ccc(O)cc1O)c1ccc(F)cc1	-19	-10	-7	-6	0.1	8	-1.1	3	-10
CCc1cc(=O)oc2c3c(cc(OCC(=O)NCCCCCC(=O)O)c12)OC(C)(C)CC3	0	3	4	-9	0.6	3	-0.6	-2	8
CCCCC(=O)N(CCOC)c1nnc(-c2ccccc2C)s1	2	-5	-2	0	0.3	7	-0.2	3	10
N#Cc1c(-c2ccccc2)c(-c2ccccc2)nn(CC(=O)NNC(=O)Nc2ccc(Cl)cc2)c1=O	10	-21	-3	-1	-1.2	5	-0.6	1	13
O=C(NC(=S)Nc1ccccc1Br)C1CCC1	-19	11	62*	-4	0.0	7	0.0	14	0
CCCCn1c(N)c(N(CC)C(=O)c2cc(S(=O)(=O)N3CCCCCC3)ccc2OC)c(=O)[nH]c1=O	-6	-1	-3	-3	0.3	5	-0.3	-7	13
O=C(O)c1ccc(OCc2ccc(C(=O)O)o2)cc1	-5	-7	12	-5	0.7	3	0.1	10	-20
Clc1ccc(Nc2c3c(nc4ncnn24)CCC3)cc1	4	-6	2	-3	-0.7	2	-0.6	10	-11
Cn1c(CSc2ccccc2)c(C#N)c2ccccc21	-10	8	-6	-9	3.1	13	3.8	9	14
Clc1nc(NCc2cccnc2)nc(N2CCOCC2)n1	0	17	-5	-6	0.5	0	0.6	-10	22
O=Cc1ccc(-c2ccccc2C(=O)O)o1	12	8	5	6	-0.5	2	nt	nt	nt
CCOC(=O)N1CCN(S(=O)(=O)c2ccc(C(=O)Nc3nnc(C)o3)cc2)CC1	-1	4	0	-8	0.3	1	1.0	-1	-4
CCN(CC)S(=O)(=O)c1ccc(N2CCc3ccccc3C2)nc1	-2	-23	2	-5	-2.1	13	-1.6	34*	-5
COc1cc(NC(=O)Cn2nnc(-c3ccc(C(F)(F)F)cc3)n2)c(C(=O)O)cc1OC	-10	0	-3	1	1.3	3	1.4	-3	nt
COc1ccc(C(=O)NC2CCN(S(=O)(=O)c3ccccc3F)CC2)cc1	-4	-1	-2	2	-0.7	6	-0.1	9	33*
COc1ccc(OCC(=O)Nc2ccc3c(c2)OCO3)cc1	-7	9	2	2	0.1	2	nt	nt	nt
C=CCN1C(=O)S/C(=C\c2ccc3c(c2)n(C)c(=O)n3C)C1=O	20	nt	0	-9	0.2	2	0.5	5	-14
Cn1c(=O)n(C)c2cc(CNc3ccc(N4CCOCC4)c(C(=O)O)c3)ccc21	3	11	-3	0	-0.1	1	1.3	-16	7

Given comma-delimited: 4 of the compounds above
Compound,D1 antagonist,RXFP1 antagonist,TRHR enhancer,D1 potentiator,TRHR ag,D1 agonist,D2 agonist,D2 PAM,D2 antagonist
Cn1c(CSc2ccccc2)c(C#N)c2ccccc21,-10,8,-6,-9,3.1,13,3.8,9,14
CCc1cc(=O)oc2c3c(cc(OCC(=O)NCCCCCC(=O)O)c12)OC(C)(C)CC3,0,3,4,-9,0.6,3,-0.6,-2,8
CCCCn1c(N)c(N(CC)C(=O)c2cc(S(=O)(=O)N3CCCCCC3)ccc2OC)c(=O)[nH]c1=O,-6,-1,-3,-3,0.3,5,-0.3,-7,13
C=CCN1C(=O)S/C(=C\c2ccc3c(c2)n(C)c(=O)n3C)C1=O,20,nt,0,-9,0.2,2,0.5,5,-14

Additional records
SMILES	D1 antagonist	RXFP1 antagonist	TRHR enhancer	D1 potentiator	TRHR ag	D1 agonist	D2 agonist	D2 PAM	D2 antagonist
O=C(COc1ccc(Cl)cc1)NCc1nnc(SCC(=O)NCc2ccc3c(c2)OCO3)o1	-10	-5	6	-7	-0.9	1	-0.9	-9	-8
CSc1ccc(C(=O)C2CCCN(C(=O)c3cccc(N4CCOCC4)c3)C2)cc1 (centres undefined)	-11	-1	24	-4	-0.6	6	0.3	0	10
Fc1ccc(NC(=S)NC2CC3CCCC(C2)N3Cc2cccs2)cc1 (centres undefined)	4	-12	3	-1	1.5	9	0.0	-13	15
COc1ccc(CN2CCC(=O)N([C@H](CO)CC(C)C)CC2)cc1	0	nt	3	-5	-0.3	1	-0.4	3	-10
CC(C)CCOc1ccc(/C=N/N2C(=O)CSC2=S)cc1	-3	-22	-2	-2	0.1	1	-0.2	1	6
CCOc1ccc(CCNC(=O)c2cn(CC)c3ccc(S(=O)(=O)N4CCc5ccccc5C4)cc3c2=O)cc1OCC	-47*	nt	-4	9	0.7	0	-0.1	0	nt
Cc1c(C(=O)OCC(=O)Nc2ccccc2OC(F)F)cccc1[N+](=O)[O-]	-3	2	3	2	-2.1	0	-1.4	9	-5
O=C(COc1coc(CN2CCN(c3ccccc3F)CC2)cc1=O)NC1CCCCC1	18	-1	0	-2	-0.3	2	0.8	-8	19
Cc1cc(C)nc(SSc2nc(C)cc(C)n2)n1	2	-31	0	0	0.0	7	0.2	-8	-3
COc1ccc(C(=O)N(c2ccc(C)cc2)C2C=CS(=O)(=O)C2)cc1OC (centres undefined)	-3	12	-2	-6	-0.3	5	-0.5	-1	7
CC(C)C(C)(C#N)NC(=O)CSc1ncnc2sc(-c3ccccc3)cc12 (centres undefined)	2	-23	2	-3	0.5	2	0.6	-13	31*
CCc1ccc(S(=O)(=O)c2nnn3c2nc(N2CCC(C)CC2)c2cc(Cl)ccc23)cc1	9	-18	-4	-3	1.4	5	0.5	-4	nt
COc1ccccc1OCCn1cc(C(=O)C(C)C)c2ccccc21	7	-6	-8	9	-0.2	11	0.1	2	-6
C/C(Cn1nnc2ccccc21)=N\NC(=O)c1ccc(Br)cc1	15	-10	5	2	0.4	-3	0.8	-14	1
CCC(=O)NC(c1cc(Cl)c2cccnc2c1O)C(C)C (centres undefined)	9	nt	9&3	-3&4	-0.2&0.2	6&8	0.6	-13	8
CC(C)(C)OC(=O)N1CCC(c2c(C(=O)NCCN3CCc4ccccc4C3)cnn2-c2ccc(F)cc2)CC1	18	-17	-8	3	-1.1	2	-1.1	-3	nt
O=C(N/N=C/c1ccc(Cl)cc1Cl)C1CCN(c2ncc(C(F)(F)F)cc2Cl)CC1	19	nt	2	1	0.0	3	0.7	-1	-2
O=C(O)CC(NC(=O)C(c1ccccc1)c1ccccc1)c1ccc(F)cc1 (centres undefined)	10	-2	4	2	0.5	3	0.2	8	4
COc1ccccc1C(=O)N1CCN(C(=O)COc2cccc(C)c2)CC1	5	16	-5	-6	0.0	-1	0.4	14	-15
COc1cccc(C2C(C#N)=C(N)Oc3cc(C)[nH]c(=O)c32)c1OC (centres undefined)	0	-6	-4	-5	-1.6	4	nt	nt	nt
CCCCOc1ccc(-c2n[nH]c(=S)n2Cc2ccccc2)cc1	-4	?	-4	-7	-0.4	1	-0.6	-4	-2
CCCn1c(=S)[nH]c2cc(C(=O)N3CCc4ccccc43)ccc2c1=O	9	-9	9	-10	0.5	-1	1.2	-3	-3
COc1ccc(S(=O)(=O)CC(=O)c2cc(C)c(O)c(C)c2)cc1	5	4	10	-4	1.0	5	1.1	-1	-14
CC1=C(C(=O)Nc2ccccc2)C(c2ccc3c(c2)OCO3)C2=C(CCCC2=O)N1 (centres undefined)	-12	3	1	-5	-0.3	6	-1.9	-5	2
CCc1c(C(=O)Nc2ccccc2)c(C)[nH]c(=S)c1C#N	5	-1	-3	-4	0.5	2	-0.4	1	-12
CCOc1ccc(NC(=O)C2CCCN(c3cnccn3)C2)cc1 (centres undefined)	-4&12	14&-16	10&1	-6&-1	-0.8&-0.6	4&6	-1.0&-1.0	6&13	-23

Grouped by structure, the compounds so far with a furan ring, fused or not
SMILES	D1 antagonist	RXFP1 antagonist	TRHR enhancer	D1 potentiator	TRHR ag	D1 agonist	D2 agonist	D2 PAM	D2 antagonist
O=C(O)c1ccc(OCc2ccc(C(=O)O)o2)cc1	-5	-7	12	-5	0.7	3	0.1	10	-20
O=Cc1ccc(-c2ccccc2C(=O)O)o1	12	8	5	6	-0.5	2	nt	nt	nt
